Screening data as filed in PubChem.
FBW7 act – FBW7 E3 ligase activators, primary screen, biochemical, AlphaScreen, human | F-box/WD repeat-containing protein 7 (Homo sapiens), Q969H0 | AlphaScreen FBW7–phospho-cyclin E peptide binding, activator screen | normalized activity (activation), % at 26.1 µM | 650,000 tested, 0.13% active; in the data active = normalized activity above about 1.9%;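 also: purified mutant Fbw7 with reduced substrate affinity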
MITF primary – MITF inhibitors, primary screen, biochemical, AlphaScreen, human; Microphthalmia-associated transcription factor (Homo sapiens), O75030; AlphaScreen MITF homodimerization, bead proximity signal; inhibition, % at 2.6 µM; 650,000 tested, 0.91% active; in the data active = inhibition above about 50%;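 also: 0% = vehicle wells with protein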
Target sequence (O75030 whole entry, looked up): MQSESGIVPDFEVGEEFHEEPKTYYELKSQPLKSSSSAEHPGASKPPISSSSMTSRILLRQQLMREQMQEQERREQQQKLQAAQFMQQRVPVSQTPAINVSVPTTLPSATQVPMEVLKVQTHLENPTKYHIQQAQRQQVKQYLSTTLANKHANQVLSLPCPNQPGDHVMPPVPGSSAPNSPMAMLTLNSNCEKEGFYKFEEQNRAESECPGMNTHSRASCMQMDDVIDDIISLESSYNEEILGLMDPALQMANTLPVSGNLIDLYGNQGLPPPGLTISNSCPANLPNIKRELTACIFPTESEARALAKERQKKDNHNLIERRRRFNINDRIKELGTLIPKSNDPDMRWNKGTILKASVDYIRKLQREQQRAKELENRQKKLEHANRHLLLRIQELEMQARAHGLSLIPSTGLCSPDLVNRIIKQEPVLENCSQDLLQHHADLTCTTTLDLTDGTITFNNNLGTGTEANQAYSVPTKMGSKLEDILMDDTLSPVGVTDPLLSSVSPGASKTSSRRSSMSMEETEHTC
TEAD-YAP block – TEAD-YAP interaction inhibition, primary screen, TEAD-YAP interaction inhibitor project, luminescence, HEK-TIYL cells; TEAD-Gal4/YAP UAS-luciferase luminescence; inhibition, % at 9.12 µM; 640,000 tested, 1.4% active; in the data active = inhibition above about 32%;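 also: 0% = median of test compound wells and 100% = reference inhibitor wells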
GPR151 activ – activators of human GPR151, primary screen, cell-based, PathHunter beta-arrestin, luminescence | G-protein coupled receptor 151 (Homo sapiens), Q8TDV0 | PathHunter beta-arrestin GPR151 cells | activation, % at 11.2 µM | 650,000 tested, 1% active; in the data active = activation above about 4.9%;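 also: 0% = median of compound wells and 100% = cells with positive control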
Target sequence (Q8TDV0 whole entry, looked up): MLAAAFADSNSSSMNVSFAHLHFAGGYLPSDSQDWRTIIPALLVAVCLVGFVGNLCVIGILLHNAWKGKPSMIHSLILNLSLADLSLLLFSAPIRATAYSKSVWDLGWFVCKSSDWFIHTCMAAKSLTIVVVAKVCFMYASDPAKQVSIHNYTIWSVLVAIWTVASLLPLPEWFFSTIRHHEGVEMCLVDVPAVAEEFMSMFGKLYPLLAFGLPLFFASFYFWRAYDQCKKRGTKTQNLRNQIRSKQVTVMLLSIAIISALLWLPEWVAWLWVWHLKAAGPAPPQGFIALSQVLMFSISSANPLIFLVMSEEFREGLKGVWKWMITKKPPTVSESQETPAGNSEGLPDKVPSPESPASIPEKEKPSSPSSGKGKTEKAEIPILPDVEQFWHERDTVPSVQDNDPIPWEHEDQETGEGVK
* hit, by the source's call; & = joins results of further samples; ! = a repeat was not active.

Screening O=C(Nc1nnc(C2CCCO2)o1)C(c1ccccc1)c1ccccc1 (stereo not given) returned FBW7 act -0.2, MITF primary 46, TEAD-YAP block -4 and GPR151 activ -0.4.
For CC1(C)CC(=O)C2=C(C1)N(c1cccc(F)c1)C1=C(C(=O)CC(C)(C)C1)C2c1cccc(F)c1 the results were FBW7 act 0.1, MITF primary 6, TEAD-YAP block 14 and GPR151 activ 0.6.
O=[N+]([O-])c1ccc(N2CCN(c3ncnc4nc[nH]c34)CC2)cc1 was read as FBW7 act 0.0, MITF primary 1, TEAD-YAP block 1 and GPR151 activ 0.0.
Screening CC(=O)c1cc(CN2CCN(Cc3cccc(C)n3)C(CCO)C2)cs1 (stereo not given) returned FBW7 act -0.1, MITF primary -1, TEAD-YAP block -2 and GPR151 activ -0.6.
For COCCC(=O)NC(C)c1nnc2n1CCN(Cc1ccc(OC)c(C)c1OC)CC2 (stereo not given) the results were FBW7 act -0.2, MITF primary -8, TEAD-YAP block -6 and GPR151 activ 0.2.
Screening CCC(c1nnnn1C(C)(C)C)N1CCN(C2CCCCC2)CC1 (stereo not given) returned FBW7 act -0.1, MITF primary -3, TEAD-YAP block -1 and GPR151 activ 0.4.
Cc1nn(C)cc1CNc1nc(C)c(-c2ccn(-c3ccc4c(c3)OCO4)n2)s1 was read as FBW7 act 0.1, MITF primary 7, TEAD-YAP block 9 and GPR151 activ 1.9.
`COc1ccc(/C=N/N2CCOCC2)cc1COc1ccc([N+](=O)[O-])c(C)c1` gave FBW7 act 0.1, MITF primary 28, TEAD-YAP block -10 and GPR151 activ -0.8.
`CCCS(=O)(=O)N1CC(=O)N(c2ccccc2CC)C(C)(C(=O)NC2CCCCC2)C1` (stereo not given) gave FBW7 act 0.1, MITF primary 8, TEAD-YAP block -1 and GPR151 activ -0.2.
For Cc1nc2ccccc2n1S(=O)(=O)c1ccccc1[N+](=O)[O-] the results were FBW7 act -0.3, MITF primary -8, TEAD-YAP block -4 and GPR151 activ -0.5.
For CCn1nc(CC(=O)O)c2ccccc2c1=O the results were FBW7 act 0.7, MITF primary 19, TEAD-YAP block -16 and GPR151 activ -1.4.
For CC(=O)N1c2ccccc2NC2=C(C(=O)CC(C)(C)C2)C1c1c(F)cccc1Cl (stereo not given) the results were FBW7 act -0.3, MITF primary 6, TEAD-YAP block 7 and GPR151 activ 0.5.
Cn1ccnc1SCC(=O)c1ccc(C#N)cc1 was read as FBW7 act 0.3, MITF primary 5, TEAD-YAP block -5 and GPR151 activ 2.8.
`Cc1ccc(C(=O)N/N=C/c2ccc([N+](=O)[O-])c(O)c2)cn1` gave FBW7 act 0.0, MITF primary 11, TEAD-YAP block 2 and GPR151 activ -2.3.
CN1CCN(/N=C(\NO)c2nonc2N)CC1 was read as FBW7 act 0.2&0.0, MITF primary -18&4, TEAD-YAP block -25&-16 and GPR151 activ 13*!.
COc1ccc(/C=C/C(=O)Nc2ccc(F)cc2F)cc1OC was read as FBW7 act 0.1, MITF primary 16, TEAD-YAP block -16 and GPR151 activ -0.6.
For CC(=O)N1CCc2cc(S(=O)(=O)NC(CC(C)C)C(=O)NC3CCCCC3)ccc21 (stereo not given) the results were FBW7 act -0.1, MITF primary 13, TEAD-YAP block 2 and GPR151 activ -0.2.
Screening CCN(CC)c1nc(Nc2ccc([N+](=O)[O-])cc2)nc(N(CC)CC)n1 returned FBW7 act -0.1, MITF primary 6, TEAD-YAP block -3 and GPR151 activ -1.0.
For O=C(COc1ccc(Cl)cc1)Nc1nnc(S(=O)(=O)N2CCCCCC2)s1 the results were FBW7 act -0.2, MITF primary -8, TEAD-YAP block -5 and GPR151 activ -0.7.
For COc1ccc(CCNc2nc(NC3CCC(O)CC3)nc3c2ncn3C(C)C)cc1 (stereo not given) the results were FBW7 act -0.1, MITF primary 17, TEAD-YAP block 0 and GPR151 activ -1.2.
`CC(C)C(=O)Nc1ccc(N(C)C)cc1` gave FBW7 act 0.3, MITF primary 6, TEAD-YAP block -2 and GPR151 activ -1.1.
Screening CCCC1CCc2c(sc(N)c2C#N)C1 (stereo not given) returned FBW7 act 0.2, MITF primary 11, TEAD-YAP block 2 and GPR151 activ -0.2.
CC(C)C(NC(N)=O)C(=O)NNC(=S)Nc1ccc(F)cc1 (stereo not given) was read as FBW7 act -0.1, MITF primary 2, TEAD-YAP block -12 and GPR151 activ 1.3.
`COc1ccc(C(=O)NCCN=C2NS(=O)(=O)c3ccccc32)cc1OC` gave FBW7 act 0.1, MITF primary -5, TEAD-YAP block -2 and GPR151 activ 0.9.
Screening Cn1c2ccccc2c2c(C(=O)NCCCN3CCCC3=O)cn(C3CCCCC3)c(=O)c21 returned FBW7 act 0.0, MITF primary 6, TEAD-YAP block 0 and GPR151 activ -1.0.
`NS(=O)(=O)c1ccc(CCNC(=O)CCCn2c(SCC(=O)c3ccc(F)cc3)nc3ccsc3c2=O)cc1` gave FBW7 act 0.1, MITF primary 14, TEAD-YAP block 6 and GPR151 activ -0.3.
Screening O=C(N/C(=C\c1cccs1)C(=O)N1CCOCC1)c1ccco1 returned FBW7 act -0.4, MITF primary -9, TEAD-YAP block 5 and GPR151 activ -0.4.
`CC(=O)c1ccc(N2CN=c3s/c(=C\c4cccnc4)c(=O)n3C2)cc1` gave FBW7 act 0.0, MITF primary -6, TEAD-YAP block 9 and GPR151 activ 0.1.
Screening Cc1ccc(C(=O)CSc2nc(C)cc(C)c2C(N)=O)cc1 returned FBW7 act 0.0, MITF primary -21, TEAD-YAP block -38 and GPR151 activ 1.2.
Screening CC(C)(C)c1nc2ccccc2c2nnc(SCC(=O)NC3CC3)n12 returned FBW7 act 0.7, MITF primary 20, TEAD-YAP block 1 and GPR151 activ 0.1.
CCOCCn1c(=NC(=O)c2ccc(Cl)s2)sc2cc(S(N)(=O)=O)ccc21 was read as FBW7 act -0.1, MITF primary 14, TEAD-YAP block 1 and GPR151 activ 4.1.
Screening Cc1ccc(C2=N/C(=C/c3cccc(Cl)c3Cl)C(=O)O2)cc1[N+](=O)[O-] returned FBW7 act 0.1, MITF primary -3, TEAD-YAP block 9 and GPR151 activ 1.6.
For COC(=O)c1ccc2c(c1)N(Cc1ccccc1OC(C)=O)C(=O)C(C)O2 (stereo not given) the results were FBW7 act -0.2, MITF primary -4, TEAD-YAP block 3 and GPR151 activ 0.0.
Screening COc1ccc(-c2csc(N3N=C(c4ccc(C)cc4)CC3c3ccc(Cl)cc3)n2)cc1Br (stereo not given) returned FBW7 act -0.2, MITF primary 14, TEAD-YAP block -4 and GPR151 activ 0.7.
Screening COc1cccc(CNC(=O)CCC(=O)N2CC(C)Sc3ccccc32)c1 (stereo not given) returned FBW7 act 0.1, MITF primary -6, TEAD-YAP block 0 and GPR151 activ 2.0.
CCCCN(C)S(=O)(=O)c1ccc(C(=O)Nc2sc3c(c2C(=O)OCC)CCN(C(C)C)C3)cc1 was read as FBW7 act 0.1, MITF primary -11, TEAD-YAP block 0 and GPR151 activ 0.5.
Screening COc1ccc(N(C(C)=O)S(=O)(=O)c2cccc3cccnc23)cc1 returned FBW7 act -0.1, MITF primary 12, TEAD-YAP block -2 and GPR151 activ 0.4.
For Cc1cc(C)c(C)c(S(=O)(=O)N2CCC(C(N)=O)(N3CCCCC3)CC2)c1C the results were FBW7 act 0.0, MITF primary -6, TEAD-YAP block -4 and GPR151 activ 0.0.
For O=C(COc1ccc(S(=O)(=O)N2CCCC2)cc1Cl)NCc1ccccc1 the results were FBW7 act -0.1, MITF primary 1, TEAD-YAP block -8 and GPR151 activ -0.8.
`CCN(CC)c1nc2cc(F)ccc2n2ccnc12` gave FBW7 act 0.2, MITF primary 6, TEAD-YAP block -7 and GPR151 activ 1.6.
Screening CCOC(=O)C1CCN(C(=O)CCC2CCCC2)CC1 returned FBW7 act 0.0, MITF primary -16, TEAD-YAP block 5 and GPR151 activ 1.0.
For O=C(CCn1nc(-c2ccc(Cl)cc2)ccc1=O)N1CCOCC1 the results were FBW7 act 0.5, MITF primary 7, TEAD-YAP block 9 and GPR151 activ -0.1.
Cc1onc(-c2ccccc2)c1C1=N/C(=C\c2cccnc2)C(=O)O1 was read as FBW7 act 0.0, MITF primary 6, TEAD-YAP block 2 and GPR151 activ 1.4.
For Cc1n[nH]c(C)c1Sc1n[nH]c(=O)[nH]c1=O the results were FBW7 act 0.1, MITF primary 15, TEAD-YAP block -2 and GPR151 activ 0.7.
`Cc1cc(C)nc(NC(=O)CCSCCc2ccccn2)n1` gave FBW7 act 0.4, MITF primary 10, TEAD-YAP block 3 and GPR151 activ 0.0.
Cc1ccccc1OCCn1cc(/C=C2/C(=N)N3N=C(C(C)C)SC3=NC2=O)c2ccccc21 was read as FBW7 act -0.1, MITF primary -8, TEAD-YAP block 5 and GPR151 activ 2.5.
For CCNC(=O)COc1ncnc2ccc(Br)cc12 the results were FBW7 act 0.4, MITF primary -5, TEAD-YAP block -2 and GPR151 activ -0.5.
Cn1c(CCCCCN)nc2ccccc21 was read as FBW7 act 0.5, MITF primary 14, TEAD-YAP block 4 and GPR151 activ 1.1.
`CC1CCCN(CCC(=O)Nc2ccc3c(c2)OCO3)C1` (stereo not given) gave FBW7 act 0.4, MITF primary 17, TEAD-YAP block 3 and GPR151 activ -1.5.
For COc1ccc(C(=O)N2CCN(Cc3cc(OC)c(OC)c(OC)c3)CC2)cc1 the results were FBW7 act 0.9, MITF primary 72*, TEAD-YAP block -9 and GPR151 activ -0.6.
Screening CCOc1ccccc1CN1CCc2nnc(CNC(=O)c3ccccn3)n2CC1 returned FBW7 act 0.1, MITF primary -3, TEAD-YAP block 1 and GPR151 activ 0.7.
Screening COc1ccc(C(C)(C)C)cc1NS(=O)(=O)c1cc(/C=C/C(=O)O)cc(OC)c1OC returned FBW7 act 0.0, MITF primary 1, TEAD-YAP block 1 and GPR151 activ 1.9.
Screening O=C1CCC(CCNCc2cccc(C(F)(F)F)c2)N1Cc1cccc(-n2cccn2)c1 (stereo not given) returned FBW7 act 0.1, MITF primary 12, TEAD-YAP block 7 and GPR151 activ -1.6.
For O=C(CCC(=O)Nc1ccccc1)NNC(=O)c1ccc(-c2ccccc2)cc1 the results were FBW7 act 0.0, MITF primary 2, TEAD-YAP block 5 and GPR151 activ 0.7.
CC(=O)c1cccc(CN2CCC(n3nccc3NC(=O)c3ccc4c(c3)OCO4)CC2)c1 was read as FBW7 act 0.0, MITF primary -1, TEAD-YAP block 15 and GPR151 activ -1.0.
COc1cc(/C=C2/SC(N)=NC2=O)ccc1OCc1ccccc1F was read as FBW7 act -0.1, MITF primary -1, TEAD-YAP block -9 and GPR151 activ 1.0.
For Cc1ccc(C(=O)OCC(=O)NC2CCCCC2C)cc1NC(=O)c1ccco1 (stereo not given) the results were FBW7 act 0.2, MITF primary -3, TEAD-YAP block 4 and GPR151 activ -0.1.
Screening CC1CC(Nc2ccccc2)c2ccccc2N1C(=O)c1ccc(I)cc1 (stereo not given) returned FBW7 act -0.1, MITF primary -6, TEAD-YAP block -4 and GPR151 activ 0.0.
COc1ccc(-c2c(C#N)c(N)nc3c2CC(C)CC3)cc1 (stereo not given) was read as FBW7 act -0.1, MITF primary 5, TEAD-YAP block 9 and GPR151 activ 0.4.
COc1cc(Nc2ccccc2Cl)c([N+](=O)[O-])nc1[N+](=O)[O-] was read as FBW7 act -0.2, MITF primary -1, TEAD-YAP block -6 and GPR151 activ 0.2.
Screening CCOC(=O)c1ccc(S(=O)(=O)N2CCN(CC3CC=CCC3)CC2)cc1 (stereo not given) returned FBW7 act 0.1, MITF primary -2, TEAD-YAP block -5 and GPR151 activ 1.9.
Screening O=C(NNS(=O)(=O)c1ccc(Br)cc1)C1CCCCC1 returned FBW7 act 0.0, MITF primary 4, TEAD-YAP block -1 and GPR151 activ -0.3.
For CCc1ccc(/C=C2\SC(=S)N(CCCC(=O)N3CCOCC3)C2=O)cc1 the results were FBW7 act 0.1, MITF primary 4, TEAD-YAP block 31 and GPR151 activ -1.5.

Compounds from the list above with a Cl atom, in the order listed:
For CC(=O)N1c2ccccc2NC2=C(C(=O)CC(C)(C)C2)C1c1c(F)cccc1Cl (stereo not given) the results were FBW7 act -0.3, MITF primary 6, TEAD-YAP block 7 and GPR151 activ 0.5.
For O=C(COc1ccc(Cl)cc1)Nc1nnc(S(=O)(=O)N2CCCCCC2)s1 the results were FBW7 act -0.2, MITF primary -8, TEAD-YAP block -5 and GPR151 activ -0.7.
CCOCCn1c(=NC(=O)c2ccc(Cl)s2)sc2cc(S(N)(=O)=O)ccc21 was read as FBW7 act -0.1, MITF primary 14, TEAD-YAP block 1 and GPR151 activ 4.1.
Screening Cc1ccc(C2=N/C(=C/c3cccc(Cl)c3Cl)C(=O)O2)cc1[N+](=O)[O-] returned FBW7 act 0.1, MITF primary -3, TEAD-YAP block 9 and GPR151 activ 1.6.
Screening COc1ccc(-c2csc(N3N=C(c4ccc(C)cc4)CC3c3ccc(Cl)cc3)n2)cc1Br (stereo not given) returned FBW7 act -0.2, MITF primary 14, TEAD-YAP block -4 and GPR151 activ 0.7.
For O=C(COc1ccc(S(=O)(=O)N2CCCC2)cc1Cl)NCc1ccccc1 the results were FBW7 act -0.1, MITF primary 1, TEAD-YAP block -8 and GPR151 activ -0.8.
For O=C(CCn1nc(-c2ccc(Cl)cc2)ccc1=O)N1CCOCC1 the results were FBW7 act 0.5, MITF primary 7, TEAD-YAP block 9 and GPR151 activ -0.1.
COc1cc(Nc2ccccc2Cl)c([N+](=O)[O-])nc1[N+](=O)[O-] was read as FBW7 act -0.2, MITF primary -1, TEAD-YAP block -6 and GPR151 activ 0.2.
